Screening data as filed in PubChem BioAssay.
ROMK primary: modulators of human ROMK potassium channel; P48048; Tet-inducible ROMK, thallium flux fluorescence; actives lie on both sides; B-score at 10 µM; 2% of 130,000 active; AID 1918;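 active means signal ratio slope over the read window, or its plate-corrected B-score, at least 3 SD from the plate mean, either direction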;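 further: B-score of the F/F0 ratio slope over 7 to 12 s after thallium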
Target sequence (P48048 whole entry, looked up): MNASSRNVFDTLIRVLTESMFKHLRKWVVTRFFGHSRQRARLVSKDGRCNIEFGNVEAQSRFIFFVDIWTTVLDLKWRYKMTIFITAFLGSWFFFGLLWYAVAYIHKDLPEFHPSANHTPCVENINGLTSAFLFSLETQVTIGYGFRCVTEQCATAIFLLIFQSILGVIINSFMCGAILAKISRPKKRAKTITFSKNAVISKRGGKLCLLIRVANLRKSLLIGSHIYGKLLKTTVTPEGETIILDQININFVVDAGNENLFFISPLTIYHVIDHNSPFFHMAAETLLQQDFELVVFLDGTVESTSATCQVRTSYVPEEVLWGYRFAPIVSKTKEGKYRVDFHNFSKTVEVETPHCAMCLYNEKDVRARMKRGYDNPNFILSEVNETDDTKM
Redox H2O2 prof: compounds producing H2O2 with reducing agent – biochemical, NIH compound library profiling, artefact control for MLSCN library redox annotation, primary screen | 0.03% of 200,000 active | DTT-dependent redox cycling H2O2, phenol red/HRP absorbance; 100% = 100 µM peroxide control, 0% = buffer | activation, % at 10 µM;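 active means activation of at least 50% relative to the plate's high and low controls in the primary single-dose screen; inactive means activation below 50%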;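 further: compound incubated with DTT at 0.8 mM final as the reducing agent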
Efa HMGR inh: blocks class II HMG-CoA reductase of Enterococcus faecalis | purified E. faecalis HMGR, NADPH absorbance 340 nm kinetic | inhibition, % at 10 µM | 0.41% of 190,000 active | AID 1066;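 active means inhibition above a set limit, the median over all tested compounds plus 3 SD, cut at about 9.5% in these data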;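 further: enzyme runs in reverse so mevalonate oxidation gives rising NADPH absorbance; 0% = complete reaction with DMSO and 100% = background rate lacking mevalonate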
PPARg SRC-1 ag: PPARgamma-driven SRC-1 recruitment agonism; 0.41% of 200,000 active; PPARgamma-SRC-1 coactivator recruitment biochemical assay; activation, % at 8 µM; P37231; in the data active means activation above about 19%;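 further: 0% = DMSO and 100% = reference agonist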
Target sequence (P37231 whole entry, looked up): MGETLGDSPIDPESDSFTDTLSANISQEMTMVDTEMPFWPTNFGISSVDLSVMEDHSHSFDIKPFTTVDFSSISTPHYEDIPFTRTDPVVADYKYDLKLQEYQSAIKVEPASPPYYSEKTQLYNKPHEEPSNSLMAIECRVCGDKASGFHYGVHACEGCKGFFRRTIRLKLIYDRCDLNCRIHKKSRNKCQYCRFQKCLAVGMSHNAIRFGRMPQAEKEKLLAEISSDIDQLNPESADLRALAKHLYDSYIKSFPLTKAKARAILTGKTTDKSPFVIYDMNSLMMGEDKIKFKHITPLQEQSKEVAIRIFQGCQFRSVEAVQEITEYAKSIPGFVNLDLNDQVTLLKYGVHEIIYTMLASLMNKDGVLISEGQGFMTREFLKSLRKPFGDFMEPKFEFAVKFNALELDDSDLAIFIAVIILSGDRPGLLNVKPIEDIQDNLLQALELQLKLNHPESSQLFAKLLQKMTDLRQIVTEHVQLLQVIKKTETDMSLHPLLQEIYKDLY
RAM network inh: inhibitors of the yeast RAM network. S. cerevisiae dse1pr::URA3 reporter, 5-FOA growth OD615, 2 d; analog-sensitive cbk1-as2 kinase mutant strain. inhibition, % at 50 µM. 1.8% of 190,000 active. AID 868;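 active means inhibition above a set limit, 3 SD over mean compound inhibition, cut at about 8.4% in these data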;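 further: 0% = DMSO-only wells with no growth and 100% = 10 µM 1-NA-PP1 full growth; inhibition rescues growth on 5-FOA so higher OD means more RAM inhibition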
PPARg SRC-3 ag: agonists of human PPARgamma SRC-3 coactivator recruitment. P37231. biochemical PPARgamma/SRC-3 coactivator recruitment assay. activation, % at 8 µM. 0.26% of 200,000 active. AID 731; in the data active means activation above about 23%;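 further: 0% = DMSO and 100% = reference agonist; some compounds past the cut are filed as inactive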
L major viab: Leishmania major promastigote growth inhibition; Leishmania major promastigotes, resazurin fluorescence viability; inhibition, % at 10 µM; 9% of 200,000 active; in the data active means inhibition above about 50%;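 further: promastigotes grown with compound for 44 hours at 28 °C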
PPARg SRC-2 ag: promotes SRC-2 coactivator recruitment by human PPARgamma; PPARgamma LBD-SRC-2 recruitment, biochemical; activation, % at 8 µM; 0.34% of 200,000 active; in the data active means activation above about 22%;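 further: 0% = vehicle and 100% = reference agonist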
S1P3 antag: blocks the human S1P3 receptor. Q99500. CHO S1P3 NFAT-BLA reporter, FRET fluorescence, antagonist mode. inhibition, % at 4.98 µM. 0.27% of 170,000 active. AID 485;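 active means inhibition above the plate cutoff, the mean inhibition of test wells on that plate plus 3 SD, cut at about 28% in these data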;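 further: cells challenged with S1P at its EC80 of 0.8 µM; blue over green emission ratio from cleaved BLA substrate after 4 h stimulation; 0% = S1P-stimulated wells and 100% = unstimulated DMSO-only wells; some compounds past the cut are filed as inactive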
bIAP inhibitor: intestinal alkaline phosphatase (bovine) inhibition. inhibition, % at 20 µM. purified bovine IAP, CDP-star luminescence, 30 min. 190,000 tested, under 10 active. AID 1019;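 active means over 50% inhibition of intestinal alkaline phosphatase at 20 µM in the single-dose screen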
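Incubation: 30 min reaction at room temperature / Material: purified bovine intestinal alkaline phosphatase (IAP) enzyme / Input: enzyme at 1/65,000,000 dilution / Dosing: 20 µM single dose / Signal: CDP-star luminescence signal / Reagent: CDP-star chemiluminescent phosphatase substrate, 30 µM final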
SRC2 TRFRET art: counter-screen for PPARgamma SRC-2 recruitment agonists: TR-FRET artefact. stronger effect = higher value. AID 1049. TR-FRET ratio at 8 µM. 0.4% of 200,000 active; in the data active means TR-FRET ratio above about 2000; further: inactives centre near 1500; reference of the scale not given here
An asterisk follows results filed as active; / = not tested or not shown.

[1] CCOC(=O)C(=O)c1cn(C2OCC(OC(C)=O)C(OC(C)=O)C2OC(C)=O)c2ccccc12 (stereo not drawn)
[2] COCCNC(=O)CN1CCN(Cc2cccc(Cl)c2)C1=O
[3] Cc1ccc(NS(=O)(=O)c2cc(NC(=O)c3ccc4c(c3)NC(=O)CS4)ccc2C)c(C)c1
[4] CC(C)C(C(=O)O)N1C(=O)/C(=C/c2cccn2C)SC1=S (stereo not drawn)
[5] COC(=O)c1ccc(Oc2cc(C)nc(Cl)n2)cc1
[6] O=C(NNC(=S)Nc1ccc(Br)cc1)c1ccc(N2CCOCC2)c([N+](=O)[O-])c1
[7] CCCCn1c(=O)[nH]c(=O)c2c1ncn2Cc1ccco1
[8] COc1ccc(CCn2c(-c3ccc(Cl)cc3)n[nH]c2=S)cc1OC

entry no.	1	2	3	4	5	6	7	8
ROMK primary	1.4	/	0.67	0.21	-0.15	0.93	0.22	0.007
Redox H2O2 prof	0.0	-0.6	-0.2	0.4	0.3	0.1	0.0	-0.9
Efa HMGR inh	1	1	-7	1	-4	-2	3	-1
PPARg SRC-1 ag	2	5	5	1	3	0	-3	4
RAM network inh	2.5	0.6	6.4	-0.8	1.6	4.5	0.9	0.1
PPARg SRC-3 ag	-2	7	6	-5	-1	1	-18	8
L major viab	-11	-8	64*	1	-11	-7	0	-6
PPARg SRC-2 ag	5	7	-2	-2	3	8	-2	5
S1P3 antag	-1	-21	3	-5	-16	1	/	1
bIAP inhibitor	14	19	19	-10	-9	1	13	-6
SRC2 TRFRET art	1429	1484	1510	1452	1412	1453	1418	1399

[9] O=C(CCNc1ccc(F)cc1)c1cc2ccccc2o1
[10] O=C(O)c1cccc(S(=O)(=O)Nc2ccc3oc(=O)sc3c2)c1
[11] CC(C)CNC(=O)COC(=O)c1ccc(F)cc1Cl
[12] COc1ccc2c(=O)c3c(=O)n(Cc4ccco4)c(-c4cc(OC)c(OC)c(OC)c4)nc3oc2c1
[13] CCCN(Cc1ccccc1)C(=S)Nc1ccc(OC(F)F)cc1
[14] O=C(Nc1nc(=S)ss1)c1c(F)cccc1F
[15] O=C(CSc1nnc(NC(=O)c2ccco2)s1)NCc1ccc2c(c1)OCO2
[16] COC(=O)CCC(=O)NNC(=O)CCCOc1ccc(Cl)cc1Cl

entry no.	9	10	11	12	13	14	15	16
ROMK primary	0.9	/	0.54	-0.36	/	/	0.49	/
Redox H2O2 prof	0.4	1.3	0.2	-0.4	0.2	2.2	4.6	-4.3
Efa HMGR inh	-4	0	-7	-3	-2	-1	-2	3
PPARg SRC-1 ag	-2	7	0	1	1	-5	3	-4
RAM network inh	1.9	-0.8	0.4	5.0	1.8	-0.1	4.9	1.2
PPARg SRC-3 ag	-2	24	0	-6	-1	8	1	4
L major viab	2	-7	-8	67*	-6	-6	-6	0
PPARg SRC-2 ag	-5	3	-9	8	-2	2	7	1
S1P3 antag	5	-12	-3	-1	-6	/	-6	/
bIAP inhibitor	-11	0	15	7	4	6	-5	4
SRC2 TRFRET art	1515	1624	1508	1513	1553	1440	1625	1536

[17] Cc1ccc(-c2csc3ncnc(N4CCc5ccccc5C4)c23)cc1
[18] CC1=C(C(=O)OCC2CCCO2)C(c2cccc(C(F)(F)F)c2)C2=C(CC(c3ccco3)CC2=O)N1 (stereo not drawn)
[19] COc1ccccc1NS(=O)(=O)c1cccc(C(=O)NN=C2CCCCCC2)c1
[20] Oc1ccc(Cl)cc1CNc1ccc(Br)cn1
[21] CCc1sc(/C=C(/C#N)C(N)=S)cc1[N+](=O)[O-]
[22] CCOC(=O)Cn1ncn(-c2ccc(OC(F)(F)F)cc2)c1=O
[23] CCOc1ccc(NCc2nnc(SCc3ccccc3Cl)n2-c2ccccc2)cc1
[24] Cc1ccc(S(=O)(=O)N(C)Cc2ccc(C(=O)N/N=C3\CC(=O)CC(C)(C)C3)cc2)cc1

entry no.	17	18	19	20	21	22	23	24
ROMK primary	/	-0.42	0.7	/	-4.4*	-0.53	/	-1.1
Redox H2O2 prof	3.5	1.4	-0.4	2.0	-0.5	5.8	2.7	-0.4
Efa HMGR inh	-6	-3	-2	-3	-11	-5	2	-2
PPARg SRC-1 ag	7	-2	4	23*	5	1	0	-2
RAM network inh	4.3	1.7	3.5	0.8	0.3	0.5	5.3	6.6
PPARg SRC-3 ag	-4	-1	3	4	-8	-5	-6	2
L major viab	16	34	30	10	12	-4	3	-8
PPARg SRC-2 ag	8	8	6	10	3	4	-5	10
S1P3 antag	-10	/	-10	37	-7	-19	/	-17
bIAP inhibitor	-38	6	4	9	-1	8	0	2
SRC2 TRFRET art	1387	1599	1714	1491	1494	1637	1405	1368

[25] COc1ccc(CCNC2CC(C)N(C)CC2C)cc1OC (stereo not drawn)
[26] CCc1nc(N)c(C#N)c(-c2ccc(O)c(OC)c2)c1C
[27] C=CCn1c(SC(C)C(=O)NC2(C#N)CCCCC2)nnc1-c1ccc(OC)cc1 (stereo not drawn)
[28] Cc1nc2c(c(=O)n1CCC1=CCCCC1)c1nc3ccccc3nc1n2/N=C/c1ccco1
[29] COCCNC(=O)c1ccc2c(=O)n(Cc3ccco3)c(SCC(=O)NC3CCCCC3)nc2c1
[30] Cc1ccc(C(=O)/C=C/c2ccc(-c3ccccc3[N+](=O)[O-])o2)cc1
[31] Nn1c(SCc2cccc(Oc3ccccc3)c2)nnc1C(F)(F)F
[32] Cn1c(CN2CCCCC2)nc2cc(NS(=O)(=O)c3ccc(F)cc3)ccc21

entry no.	25	26	27	28	29	30	31	32
ROMK primary	0	/	/	/	/	/	-1.5	0.053
Redox H2O2 prof	-1.1	1.6	-3.7	1.0	1.7	-3.5	0.7	0.9
Efa HMGR inh	-3	1	-3	-3	-7	4	5	-2
PPARg SRC-1 ag	10	-5	6	11	-6	-2	2	2
RAM network inh	0.8	0.7	0.1	6.4	1.2	15*	-0.7	0.8
PPARg SRC-3 ag	6	2	0	5	6	-4	2	-1
L major viab	69*	7	-4	11	2	1	-6	25
PPARg SRC-2 ag	5	5	-2	18	-2	5	-2	-8
S1P3 antag	/	17	/	4	/	/	4	-4
bIAP inhibitor	4	-2	-12	-3	-9	47	-4	-1
SRC2 TRFRET art	1545	1463	1305	1717	1752	1603	1741	1444

[33] Cc1cccc(NC(=O)c2sc3nc4c(c(-c5cccs5)c3c2N)CN(C)CC4)c1
[34] O=c1nc2cccc3c2=c(/c1=C(\O)c1ccccc1)c1ccccc1c3=O
[35] COc1ccc(SCC(=O)Nc2ccc(N3CCN(C)CC3)c(F)c2)cc1
[36] COc1ccc(C(=O)NC(=O)COC(=O)C2COc3ccccc3O2)cc1 (stereo not drawn)
[37] COc1ccc(C)cc1NC(=O)CN1C(=O)c2cccc3cccc1c23
[38] Cc1ccc(CNc2cnccn2)cc1
[39] O=C(NCCCN1CCCC1=O)c1ccc2c(=O)n(-c3ccccc3F)c(=S)[nH]c2c1
[40] O=C1NC(c2ccc(Cl)c([N+](=O)[O-])c2)Nc2ccccc21 (stereo not drawn)
[41] CCCCNC(=O)c1ccc2c(SCC(=O)O)c3c(nc2c1)CCCC3
[42] Cc1ccccc1-n1nnnc1SC(C)C(=O)NC1CCCc2ccccc21 (stereo not drawn)

entry no.	33	34	35	36	37	38	39	40	41	42
ROMK primary	-2	-0.8	1.5	-0.024	-0.78	/	-1	-1.2	0.014	/
Redox H2O2 prof	0.2	-0.6	-0.2	0.1	-0.2	-3.6	-0.2	-2.3	2.6	0.4
Efa HMGR inh	-3	-2	4	-1	-10	-2	0	-4	-5	3
PPARg SRC-1 ag	10	-2	-7	0	1	2	-2	0	-4	1
RAM network inh	0.9	1.5	0.0	2.9	-0.3	2.0	3.5	1.8	-0.1	2.0
PPARg SRC-3 ag	21	3	-1	7	-4	8	1	1	0	2
L major viab	56*	7	94*	-2	-3	-11	-2	19	-2	2
PPARg SRC-2 ag	8	-2	-2	9	1	7	-10	5	-4	2
S1P3 antag	/	-19	-22	/	/	/	-2	5	-13	2
bIAP inhibitor	6	5	4	18	8	1	3	9	-6	4
SRC2 TRFRET art	1741	1384	1421	1589	1449	1806	1500	1354	1528	1511

No new results follow: entries from further up.
[36] COc1ccc(C(=O)NC(=O)COC(=O)C2COc3ccccc3O2)cc1 (stereo not drawn)
[37] COc1ccc(C)cc1NC(=O)CN1C(=O)c2cccc3cccc1c23
[38] Cc1ccc(CNc2cnccn2)cc1
[39] O=C(NCCCN1CCCC1=O)c1ccc2c(=O)n(-c3ccccc3F)c(=S)[nH]c2c1
[40] O=C1NC(c2ccc(Cl)c([N+](=O)[O-])c2)Nc2ccccc21 (stereo not drawn)
[41] CCCCNC(=O)c1ccc2c(SCC(=O)O)c3c(nc2c1)CCCC3

entry no.	36	37	38	39	40	41
ROMK primary	-0.024	-0.78	/	-1	-1.2	0.014
Redox H2O2 prof	0.1	-0.2	-3.6	-0.2	-2.3	2.6
Efa HMGR inh	-1	-10	-2	0	-4	-5
PPARg SRC-1 ag	0	1	2	-2	0	-4
RAM network inh	2.9	-0.3	2.0	3.5	1.8	-0.1
PPARg SRC-3 ag	7	-4	8	1	1	0
L major viab	-2	-3	-11	-2	19	-2
PPARg SRC-2 ag	9	1	7	-10	5	-4
S1P3 antag	/	/	/	-2	5	-13
bIAP inhibitor	18	8	1	3	9	-6
SRC2 TRFRET art	1589	1449	1806	1500	1354	1528
